IL-1B inflam inh = inflammasome signaling inhibition, IL-1 beta readout; THP-1 LPS/ATP IL-1B secretion, AlphaLISA, 16 h; active compounds read low; AID 743279; activity change, % at 57.5 µM; actives 4.7% (n = 360,000); in the data active = activity change below about -50%; inconclusive = mostly about -30% to -49%; also: % is scaled to controls: 0 for no effect and ±100 for the full control effect
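THP-1 cells pretreated 1 hr with compounds (up to 57.5 uM final), then stimulated with LPS (250 ng/mL final) plus ATP (1.25 mM final); secreted IL-1B measured by AlphaLISA after 16 hr, decreased signal indicating inhibition.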
SW480 rereplic = DNA re-replication induction in SW480 cells | actives 1.8% (n = 340,000) | Potency, µM (titrated, usually from 46.1 µM), without a hit: at the highest dose re-replication activation, usual class: activators | SW480 DNA re-replication, Hoechst DNA content imaging, 48 h; also: potency is read from the fitted curve at half-maximal effect; % of control where 0% means no effect; nearly all actives have a fitted effect of over 55% in size
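Compounds, transferred as 23 nL by pin tool, were incubated with cells for 48 hr; DNA content per nucleus was then quantified by Hoechst staining and fluorescence plate imaging.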
ATXN2 expr inh = reduces ATXN2 reporter expression in HEK-293 cells; HEK-293 ATXN2-luciferase reporter, luminescence, 24 h; Potency, µM (top dose mostly 57 µM), for the others: top-dose activity change, negative = inhibition, most hits filed as inhibitors; actives 0.72% (n = 360,000); AID 1745845; also: potency is read from the fitted curve at half-maximal effect; % is scaled to controls: 0 for no effect and ±100 for the full control effect; nearly all actives have a fitted effect of over 55% in size
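ATXN2-luciferase reporter cells (luciferase flanked by upstream and downstream ATXN2 gene portions) were treated 24 h at 37 °C with compounds at up to 57 uM. SteadyGlo luminescence gave expression; GF-AFC fluorescence gave viability.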
WRN helicase inh = inhibitors of human WRN helicase | WRN helicase unwinding, fluorescent forked duplex, kinetic | Potency, µM (highest dose often 114 µM), without a hit: at the highest dose activity change, negative = inhibition, usual class: inhibitors | actives 0.46% (n = 360,000) | AID 651768; also: potency is read from the fitted curve at half-maximal effect; % is scaled to controls: 0 for no effect and ±100 for the full control effect; nearly all actives have a fitted effect of over 55% in size
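Screening of the MLSMR collection measured strand separation of a quenched forked DNA duplex (100 nM) by 20 nM WRN with 2 mM ATP, all final. Compounds were preincubated with enzyme 15 min at room temperature.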
KB-3-1 tox = KB-3-1 parental cell cytotoxicity | AID 1347075 | KB-3-1 viability, CellTiter-Glo ATP luminescence, 72 h | Potency, µM (series often up to 46.1 µM), inactives show at the highest dose activity change, negative = cytotoxic, most hits filed as cytotoxic | actives 1.4% (n = 400,000); also: potency is read from the fitted curve at half-maximal effect; % is scaled to controls: 0 for no effect and ±100 for the full control effect; nearly all actives have a fitted effect of over 60% in size
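Parental KB-3-1 adenocarcinoma cells in phenol-red-free DMEM with 10% FBS were pin-treated with compounds at several concentrations, incubated 72 h at 37 °C, and viability read by CellTiter-Glo luminescence; concentration-effect curves were fitted after normalization.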
KB-V1 cytotox = kills drug-selected multidrug resistant KB-V1 cells; actives 3.4% (n = 400,000); AID 1347076; Potency, µM (doses to about 46.1 µM), for the others: top-dose activity change, negative = cytotoxicity, actives largely listed as cytotoxic; KB-V1 MDR cells viability, CellTiter-Glo, 72 h; also: potency is read from the fitted curve at half-maximal effect; % is scaled to controls: 0 for no effect and ±100 for the full control effect; nearly all actives have a fitted effect of over 60% in size
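Compound-treated KB-V1 multidrug-resistant cells, 72 h, 37 degrees C; viability by CellTiter-Glo. Fitted qHTS curves give the values.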
MCF10A rereplic = induces DNA re-replication in MCF 10a normal breast cells. MCF 10A DNA re-replication, Hoechst nuclear intensity, 48 h. Potency, µM (highest dose often 46.1 µM), without a hit: at the top dose activity, positive = re-replication, most hits filed as activators. actives 2.9% (n = 350,000); also: potency is read from the fitted curve at half-maximal effect; % of control where 0% means no effect; nearly all actives have a fitted effect of over 50% in size
HT1080 IDH1KD tx = kills HT-1080 cells with IDH1 knockdown. HT-1080 IDH1 knockdown viability, ATP luminescence, 48 h. Potency, µM (series often up to 46.1 µM), inactives show at the top dose activity, negative = toxicity, actives largely listed as cytotoxic. actives 2% (n = 360,000). AID 686971;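 also: potency is read from the fitted curve at half-maximal effect; 0% = DMSO wells and -100% = cell-free medium wells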
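Assay cells: HT-1080 with IDH1 knockdown, 750 per well, RPMI/5% FBS. Exposure: 48 h at 37 °C following 2 h pre-incubation. Read: CellTiter-Glo luminescence; fitted concentration-response, curve class assigned.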
HT1080-NT tox = kills 2HG-producing HT-1080-NT fibrosarcoma cells | HT-1080-NT fibrosarcoma viability, CellTiter-Glo ATP luminescence, 48 h | actives 1.6% (n = 360,000) | Potency, µM (doses to about 46.1 µM), without a hit: at the top dose activity, negative = less viability, most hits filed as cytotoxic;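 also: NT is the 2HG producing partner of a matched IDH1 knockdown line; potency is read from the fitted curve at half-maximal effect; 0% = DMSO-treated cells and -100% = media-only wells without cells; nearly all actives have a fitted effect of over 55% in size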
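HT-1080-NT fibrosarcoma cells (2HG-overproducing), 750 cells/well in RPMI with 5% FBS, dosed after 2 h and incubated 48 h at 37C. CellTiter-Glo luminescence normalized to DMSO and no-cell wells; concentration-response curves fitted and classed.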
Active calls of the source: *; i = inactive; ? = inconclusive; . = not tested or not shown; [ ] = another dose, or the depositor's remark. Unless noted, calls follow the shape of the dose curve; as a rule, active = well fitted curve in the direction sought with a large enough effect; inconclusive = small, poorly fitted or top-dose-only effect, or another doubt; inactive = no such curve, though single readings can be large; an effect the other way counts as inactive or inconclusive. Rows are unselected; about 12% have a hit in one of these screens.

no.	SMILES	IL-1B inflam inh	SW480 rereplic	ATXN2 expr inh	WRN helicase inh	KB-3-1 tox	KB-V1 cytotox	MCF10A rereplic	HT1080 IDH1KD tx	HT1080-NT tox
1	O=C(Cn1cc(C(=O)C2CC2)c2ccccc21)Nc1ccccc1Cl	-3	?	-4%	-32%	-7%	-34%	-2%	0%	-21%
2	COC(=O)c1ccccc1NC(=O)Cn1cnc2c1c(=O)n(C)c(=O)n2C	31	?	22%	1%	2%	-8%	-3%	8%	1%
3	O=C(c1cnc2nc3ccccc3n2c1)c1cc(F)ccc1O	5	3%	37%	-5%	?	-8%	?	?	-2%
4	COc1cccc(NC(=O)CCCCCN2C(=O)[C@@H]3Cc4ccccc4CN3C2=O)c1	1	?	12%	15%	-10%	-8%	-67%[inhibitor]	-1%	-2%
5	COc1ccc(Cl)cc1NC(=S)Nc1cccc(C)c1	-14	1%	-18%[11.3 µM]	-26%	1%	0%	-9%	0%	18%
6	COc1ccc(S(=O)(=O)NC(CCSC)C(=O)NC2CCCCC2)cc1 (configuration not stated)	12	2%[1.84 µM]	-13%[2.22 µM]	3%[57.1 µM]	0%	-6%	-28%	5%	1%
7	O=C(CC1C(=O)NCCN1Cc1cccc(Oc2ccccc2)c1)NCCCn1cccn1 (configuration not stated)	-15	-2%	-33%	-3%	15%	2%	-8%	-3%	-4%
8	Oc1ccc(-c2cccc(-c3ccc(O)cc3)n2)cc1	-3	-12%	28%	-3%	10%	16%	?	-2%	-5%
9	CCN(C(=O)COC(=O)c1cc(-c2ccccc2)nc2ccc(Br)cc12)C1CCS(=O)(=O)C1 (configuration not stated)	8	12%	-13%	-7%	-3%	-22%	21%	-6%	-6%
10	CN1C[C@@H]2C(c3ccc(Cl)nc3)C3(c4cccnc4)CC2(C3)[C@H]1c1ccccc1 (some centres not stated)	0	-3%	1%	-7%	1%	10%	-1%	5%	-2%
11	Clc1ccccc1Cn1nnc2c(N3CCCC3)ncnc21	-6	-4%	32%[activator]	2%	-9%	4%	8%	20µM*	?
12	Cc1ccc(NC(=O)CS(=O)CC(=O)Nc2ccc3c(c2)OCO3)cc1Cl (configuration not stated)	-17	-4%	-1%	-10%	5%	2%	9%	-7%	-11%
13	C=CCn1c(C)cc(-c2csc(N)n2)c1C	-13	0%	25%	-11%	1%	-26%	-9%	2%	0%
14	CCC1(C)C(Nc2c(C)cccc2C)=NC(=S)N1c1ccc(NC(C)=O)cc1 (configuration not stated)	17	2%	-2%	-1%	14%	0%	1%	3%	1%
15	O=C(CCC(=O)N1CCN(C(=O)c2ccco2)CC1)c1ccc(F)cc1	15	-28%	-6%	2%	-2%	-17%	-1%[9.22 µM]	15%	3%
16	COCc1c(C(=O)OCC(=O)N2CCCC2=O)oc2ccccc12	15	-4%	.	-9%	0%	?	-6%	0%	8%
17	CSCCC(NC(=O)C12CC3CC(CC(C3)C1)C2)C(=O)OCC(=O)c1ccccc1 (configuration not stated)	1	-2%	-30%[11.3 µM]	-21%[57.1 µM]	18%	-4%	18%	14%	8%
18	COc1cc(CCC(=O)OCC(=O)Nc2ccccc2OC(F)F)cc(OC)c1OC	21	-6%	12%[11.3 µM]	-1%	3%	1%	-4%	11%	2%
19	CCCCC[C@@H](O)c1cc2ccccc2c(=O)o1	-1	2%	37%[activator]	-3%	11%	11%	?	13%	-1%
20	CCCc1[nH]n(-c2ccc([N+](=O)[O-])cc2)c(=O)c1C=NCCc1ccc(OC)c(OC)c1	0	-6%	.	0%	1%	?	7%	15%	7%
21	COc1ccc(CN2C[C@H](O)COC[C@@H]3O[C@H](CC(=O)NCc4ccncn4)CC[C@H]32)cc1	28	.	.	-3%	2%	6%	.	20%	29%
22	O=C(Cc1ccc(NC(=O)C2CCCN(C(=O)C3CCCCC3)C2)cc1)Nc1ccc(C(=O)N2CCOCC2)cc1 (configuration not stated)	8	14%[9.22 µM]	14%	-4%	20%	0%	3%	11%	17%
23	C[C@H](CO)N1C[C@H](C)[C@@H](CN(C)S(C)(=O)=O)Oc2c(NC(=O)Cc3ccccc3)cccc2C1=O	-12	0.12µM*	-9%	-3%	-6%	0%	-4%	-4%	-27%
24	COC(=O)c1cccc(NC(=O)/C=C/c2cccc([N+](=O)[O-])c2)c1	-19	3%	6%	0%	0%	-22%	17%	?	-25%
25	NC(=O)c1ccccc1Nc1nc(NCCO)nc(N2CCCC2)n1	.	-12%	9%	.	10%	0%	-3%	.	.
26	COc1cccc(CC2(CO)CCN(S(=O)(=O)N(C)C)CC2)c1	17	-2%	-12%	3%	12%	?	5%	17%	11%
27	CCCc1ccc(-c2c(C)sc(N)c2C#N)cc1	-7	1%	-16%	-4%	?	-6%	-1%	-29%	?
28	CC(C)(CO)CNC(=O)CCc1nnc(Cc2ccc(-c3ccccc3)cc2)o1	32	-3%	-8%	2%	2%	?	-10%	0%	-9%
29	O=C(NN(C(=O)c1ccccc1)c1ccccc1)c1ccccc1	6	-7%	10%	?	8%	2%	-2%	-11%	5%
30	N#CC1=C2SCN(Cc3ccco3)CN2C(=O)CC1c1ccc(Cl)cc1 (configuration not stated)	12	-2%	-1%	-21%	-7%	22%	1%	-2%	-3%
31	O=c1[nH]c2cc(S(=O)(=O)CCO)ccc2o1	3	-10%	7%	-10%	-11%	6%	-7%	9%	6%
32	O=c1cc(-c2cccnc2)oc2c1ccc1ccccc12	.	-4%	?	-1%[11.6 µM]	14%	?	?	-8%	-3%
33	CN(Cc1ccccc1C#N)S(=O)(=O)c1cccs1	-2	13%	?	0%	-2%	-14%	-2%	0%	11%
34	Cc1c(N(C(=O)Nc2ccccc2)C2=NCC(C)S2)c(=O)n(-c2ccccc2)n1C (configuration not stated)	5	1%	22%	9%	22%	15%	-5%	14%	1%
35	Cc1cccc(NC(=O)c2ccccc2OCC(=O)N2CCOCC2)c1C	-17	-5%	-8%	-2%	-2%	-4%	-8%	2%	-1%
36	Cc1ccc(S(=O)(=O)N2CCC(=O)N(C(COCc3cccc(Cl)c3)C(C)C)CC2)cc1 (configuration not stated)	14	-1%	-19%	-8%	?	?	-4%	3%	-2%
37	CCn1cc(S(=O)(=O)Nc2ccc(C)c(Cl)c2)cn1	41	2%	1%	5%	-4%	18%	10%	-9%	-12%
38	Cc1cc(-c2nc3ccccc3o2)c2ccccc2n1	-4	7%	0%	1%	-25%	13µM*	5%	-4%	5%
39	CCN(CCCNC(=O)CNC(=O)Cn1cnc2ccccc2c1=O)c1ccccc1	18	0%	-1%	-11%	0%	-2%	0%	6%	2%
40	O=C(CC12CC3CC(CC(C3)C1)C2)N1CCOCC1	14	-5%	-20%	-4%	29%	?	0%	10%	9%
41	CCCC1=C(C(=O)OCC)C(c2cccs2)C(C#N)=C(N)O1 (configuration not stated)	11	-10%	-2%	-15%	-7%	-3%	14%	1%	5%
42	CC(C)=NOc1nc(N2CCOCC2)nc(N2CCOCC2)n1	16	1%	11%	-11%	20%	13%	-17%	3%	25%
43	Cc1cc(NC(=O)C(C)SCC(=O)OCc2c(Cl)cccc2Cl)no1 (configuration not stated)	6	0%	-4%	-27%	.	.	-4%	-3%	-2%
44	COc1cccc(C(=O)Nc2cccc(OCC(=O)O)c2)c1	5	1%	-3%	-2%	0%	5%	4%	-24%	-17%
45	O=C(CCN1CCN(C(c2ccccc2)c2ccccc2)CC1)N/N=C/c1ccc(O)cc1O	82	13%	?	-8%	?	2%	18%	?	?
46	CSCCC(NC(=O)c1ccco1)C(=O)N1CCN(Cc2ccccc2)CC1 (configuration not stated)	-5	-2%	-20%	6%	5%	-3%	-1%	13%	9%
47	O=C(Nc1cccnc1)c1ccc(Oc2ccccc2)cc1	-15	?	72%[activator]	-6%	0%	0%	10%	26µM*	?
48	COc1ccccc1NC(=O)Cn1cnc2sc(C(=O)NCc3ccco3)c(C)c2c1=O	-6	-6%	-3%	5%	8%	-24%	5%	5%[9.24 µM]	3%
49	CCOC(=O)Cc1csc(NS(=O)(=O)c2ccc3c4c(cccc24)C(=O)N3CC)n1	12	-5%	33%	-27%	0%	10%	?	?	2%
50	COc1cc(C#N)c(N=C(SCC#N)N2CCOCC2)cc1OC	27	-19%	-11%	-3%	-5%	1%	-3%	14%	10%
51	C/C(=N\NC(=O)C(c1ccccc1)c1ccccc1)c1ccc(O)cc1	-2	3%	.	-2%	0%	5%	0%	-4%	-4%
52	O=C(NC1CCCc2ccccc21)c1ccc([N+](=O)[O-])cc1 (configuration not stated)	-12	1%	-10%	-1%	-3%	1%	-1%	-15%	-3%
53	C=CCS(=O)(=O)c1cccc2cccnc12	0	-1%	-25%	-1%	-4%	6%	15%	-4%	2%
54	Cc1ccccc1C(=O)NCC(=O)OCCOc1ccc(C(C)C)c(C)c1	13	16%	-5%	1%	6%	41%	6%	-2%	-7%
55	CCCc1ccc(C(=O)NNC(=O)c2ccc(Br)cc2)cc1	i	2%	0%	-12%	-2%	?	6%	9%	1%
56	CCOC(=O)c1ccc[n+](C(C)C(=O)c2ccc(-c3ccccc3)cc2)c1 (configuration not stated)	14	-96%[inhibitor]	1%	-21%	18%	2%	10%	0%	-6%

Compound activity as filed in PubChem.
